Rv3671c protease: Rv3671c serine protease inhibitors, primary screen, biochemical, fluorescence polarization, M. tuberculosis H37Rv; hit rate 0.048% among 320,000; P9WHR9; inhibition, % at 5.96 µM; in the data active means inhibition above about 38%;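 further: extracellular domain of Rv3671c used as enzyme; 0% = enzyme with DMSO and 100% = no enzyme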
Target sequence (P9WHR9 whole entry, looked up, the tested form may be a part): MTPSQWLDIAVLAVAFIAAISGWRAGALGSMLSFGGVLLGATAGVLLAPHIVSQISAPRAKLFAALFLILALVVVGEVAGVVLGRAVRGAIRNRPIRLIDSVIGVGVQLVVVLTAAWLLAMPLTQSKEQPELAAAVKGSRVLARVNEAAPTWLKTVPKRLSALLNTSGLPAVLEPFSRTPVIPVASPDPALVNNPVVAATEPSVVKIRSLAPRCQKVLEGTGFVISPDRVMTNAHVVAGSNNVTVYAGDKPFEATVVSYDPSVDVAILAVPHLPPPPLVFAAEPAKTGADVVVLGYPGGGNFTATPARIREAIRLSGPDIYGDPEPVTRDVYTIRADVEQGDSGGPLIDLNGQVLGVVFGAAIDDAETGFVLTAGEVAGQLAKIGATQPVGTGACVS
PrPC TRFRET: inhibitors of human cell surface prion protein PrPC, primary screen, cell-based, TR-FRET; Major prion protein (Homo sapiens), P04156; hit rate 0.43% among 370,000; TR-FRET read-out; inhibition, % at 13.8 µM; in the data active means inhibition above about 24%; further: 0% = median of the test wells and 100% = reference compound wells
VHR inh abs: VHR1 phosphatase inhibitors, primary screen, biochemical, absorbance, uHTS; Dual specificity protein phosphatase 3 (Homo sapiens), P51452; recombinant VHR phosphatase, pNPP absorbance; inhibition, % at 13.3 µM; hit rate 0.52% among 290,000; AID 1654, 2009; in the data active means inhibition above about 50%; further: some compounds called inactive have numbers as strong as hits
Target sequence (P51452 whole entry, looked up): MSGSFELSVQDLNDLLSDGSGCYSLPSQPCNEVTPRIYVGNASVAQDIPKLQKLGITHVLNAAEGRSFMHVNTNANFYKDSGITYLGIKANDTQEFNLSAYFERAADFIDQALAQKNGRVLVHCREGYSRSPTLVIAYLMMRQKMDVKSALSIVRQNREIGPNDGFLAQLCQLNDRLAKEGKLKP
SARS 3CLpro inh: SARS-CoV 3CLpro protease inhibitors, primary screen, biochemical, quenched FRET; Replicase polyprotein 1ab (Severe acute respiratory syndrome coronavirus), P0C6X7; recombinant SARS-CoV 3CLpro, quenched FRET peptide cleavage; inhibition, % at 6 µM; hit rate 0.14% among 290,000; in the data active means inhibition above about 12%
Anthrax LF prot: Bacillus anthracis LF protease inhibitors, primary screen, biochemical, multiplex microsphere, MLPCN library; Lethal factor (Bacillus anthracis), P15917; multiplex microsphere protease cleavage assay; inhibition, % at 10 µM; hit rate 0.12% among 360,000; AID 588501, 2011; further: plate controls were buffer without enzyme for full effect and enzyme alone for no effect
BoNT-F LC inh: BoNT/F light chain protease inhibitors, primary screen, biochemical, flow cytometry, MLPCN library. Botulinum neurotoxin type F light chain protease (Clostridium botulinum). Multiplex microsphere protease cleavage assay. inhibition, % at 10 µM. hit rate 0.22% among 360,000. AID 588497, 2011; in the data active means inhibition above about 35%, passing the limit was not always enough; inconclusive means no clear call, values can overlap the other calls; further: plate controls were buffer without enzyme for full effect and enzyme alone for no effect
CCHF vOTU inh: CCHFV vOTU protease inhibitors, primary screen, biochemical, Pep-AMC substrate, fluorescence; Crimean-Congo hemorrhagic fever virus L polyprotein viral ovarian tumor (vOTU) protease …; inhibition, % at 11.5 µM; hit rate 0.55% among 370,000; in the data active means inhibition above about 30%; further: 0% = vehicle wells with enzyme and 100% = no enzyme wells
PriA SSB inh: inhibitors of Klebsiella pneumoniae PriA binding to SSB C-terminal tail, primary screen, biochemical, AlphaScreen; AlphaScreen SSBct-PriA binding, biotinylated peptide; inhibition, % at 33 µM; hit rate 0.6% among 430,000; in the data active means inhibition mostly above about 37%, no sharp cut-off; inactive means mostly below about 20%;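 further: plate controls were negative control peptide for no effect and reference peptide for full effect; strong numbers were not always called active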
BoNT A protease: BoNT/A light chain protease inhibitors, primary screen, biochemical, flow cytometry, MLPCN library. Botulinum neurotoxin type A light chain protease (Clostridium botulinum A str. ATCC 3502). multiplex microsphere protease substrate cleavage. inhibition, % at 10 µM. hit rate 0.17% among 360,000. AID 588499, 2011; further: plate controls were buffer without enzyme for full effect and enzyme alone for no effect
MazF activator: activators of E. coli MazEF toxin-antitoxin RNase, primary screen, biochemical, fluorescence, uHTS; activation, % at 20 µM; Endoribonuclease toxin MazF (Escherichia coli (strain K12)), P0AE70; hit rate 0.32% among 350,000; FAM/BHQ RNA-DNA oligo cleavage fluorescence, 5 h; AID 504720, 2011; in the data active means activation above about 50%
Target sequence (P0AE70 whole entry, looked up): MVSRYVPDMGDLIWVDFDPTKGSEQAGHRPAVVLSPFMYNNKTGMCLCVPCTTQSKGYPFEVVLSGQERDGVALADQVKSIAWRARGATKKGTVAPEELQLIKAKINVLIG
Active calls of the source: *; i = inactive; ? = inconclusive; . = not tested or not shown; & = joins results of further samples. Unless noted, no stated cut-off is given here; in the data, active means inhibition above about 30%; inconclusive means no clear call, values can overlap the other calls; inactive means below that. An excerpt (hit frequency here may not be typical).

SMILES	Rv3671c protease	PrPC TRFRET	VHR inh abs	SARS 3CLpro inh	Anthrax LF prot	BoNT-F LC inh	CCHF vOTU inh	PriA SSB inh	BoNT A protease	MazF activator
CCOc1ccc(NC(=O)CN(C)C(=O)c2nc3nc(C)cc(C)n3n2)cc1OCC	-2	-8	.	.	-8	-3	4	7	0.1	-4
c1ccc(OCCOc2ncnc3ccccc23)cc1	2	0	12	1	7	19	6	0	0.1	-3
O=C(NC(=S)Nc1ccccc1Br)C1CCC1	-3	1	14	3	0	-8	-8	-16	-3.0	-1
N=c1sccn1CC(=O)Nc1cccc(S(=O)(=O)N2CCCCCC2)c1	0	12	15	-3	-4	-10	15	0	-1.9	6
CCN(C(=O)CN1CCCCC1)c1c(N)n(Cc2ccccc2)c(=O)[nH]c1=O	2	2	.	.	-15	0	-8	-18	0.5	-11
COC(=O)/C(C#N)=C/c1cc(C)sc1C	3	3	0	-5	-7	?	-14	-10	3.4	6
CC(=O)Nc1cccc(C(=O)N/N=C/c2c[nH]c3ccccc23)c1	-9	1	31	0	6	10	0	.	-1.3	-3
COc1ccc(/C=C/C(=O)c2ccccc2O)cc1	3	.	-7	-2	-8	-8	.	1&-4	-0.1	1
Cc1ccc(C(C)NC(=O)/C(C#N)=C\c2c(C)[nH]c3ccccc23)cc1 (centres undefined)	-22	-10	12	2	-4	5	6	22	0.3	11
CCOC(=O)N(c1ccccc1)P1(=S)OCCO1	6	-3	13	2	.	.	2	-12	.	2
COC(=O)c1ccc(C(=O)OC)c(NC(=S)N2CCN(c3ccccn3)CC2)c1	3	2	-8	0	-3	-5	-41	1	0.0	-9
Cc1ccc(C(=O)ONc2ccc(N=O)cc2)cc1	-9	-4	0	-2	-3	-6	5	0	-0.4	11
COc1ccc(O)c(/C=N/N=C/c2cccc([N+](=O)[O-])c2)c1	5	-2	8	4	-8	21	-13	.	-0.3	-1
CC(C)C[C@H](NC(=O)c1[nH]cnc1C(=O)Nc1ccccc1)C(=O)OC(C)(C)C	-6	9	15	.	2	-2	30*	-13	0.3	2
CCCCNCCS(=O)(=O)NCc1ccccc1OC	.	4	.	.	0	1	4	-10	-0.2	10
CCOc1ccc(C(c2nnnn2Cc2ccccc2)N2CCN(C(=O)c3ccco3)CC2)cc1 (centres undefined)	-1	-10	.	-4	0	0	14	7	-0.2	1
Cc1ccccc1CS(=O)(=O)CCC(=O)NCCN1CCN(c2cccc(Cl)c2)CC1	4	-4	-5	1	-6	-19	2	5	-2.0	2
COc1ccc(C2=NN(C(=O)CCC(=O)O)C(c3ccc(OC)cc3)C2)cc1 (centres undefined)	-2	5	-6	2	-8	27	4	-4	-3.1	3
Cc1ccc(Cc2cnc(NC(=O)/C(C#N)=C/c3ccc(-c4cccc([N+](=O)[O-])c4)o3)s2)cc1	-8	-4	-4	-2	5	8	1	-8	7.6	11
CCCn1nnc(NC(=O)/C=C/c2ccco2)n1	3	-4	1	1	-1	-2	5	-17	-0.6	-7
O=C(Cc1ccc([N+](=O)[O-])cc1)c1c(O)cc(O)cc1O	-1	2	17	1	1	1	-3	6	-1.2	5
CCN(CC)CCNC(=O)c1ccc(Sc2ccc(Cl)cc2)c(NC(C)=O)c1	-2	-6	25	1	-1	-2	0	0	-0.1	0
N/C(CN1CCCC1=O)=N\OC(=O)c1ccc(Cl)cc1	1	2	5	-3	-2	-15	1	.	-1.6	2
Cn1nc(C(=O)Nc2cccc(S(N)(=O)=O)c2)c2ccccc2c1=O	-5	1	-4	-4	-2	-10	-11	-1	-1.6	18
Cn1nc(C(=O)OCc2ccccc2F)c2ccccc2c1=O	9	12	11	2	-3	-1	8	-1	0.1	7

Another view of part of the listing above.
Value order: Rv3671c protease, PrPC TRFRET, VHR inh abs, SARS 3CLpro inh, Anthrax LF prot, BoNT-F LC inh, CCHF vOTU inh, PriA SSB inh, BoNT A protease, MazF activator
> COC(=O)c1ccc(C(=O)OC)c(NC(=S)N2CCN(c3ccccn3)CC2)c1
→ 3, 2, -8, 0, -3, -5, -41, 1, 0.0, -9
> Cn1nc(C(=O)OCc2ccccc2F)c2ccccc2c1=O
→ 9, 12, 11, 2, -3, -1, 8, -1, 0.1, 7
> O=C(NC(=S)Nc1ccccc1Br)C1CCC1
→ -3, 1, 14, 3, 0, -8, -8, -16, -3.0, -1
> CCOc1ccc(C(c2nnnn2Cc2ccccc2)N2CCN(C(=O)c3ccco3)CC2)cc1 (centres undefined)
→ -1, -10, ., -4, 0, 0, 14, 7, -0.2, 1

Taken from the results shown, four compounds:
SMILES	Rv3671c protease	PrPC TRFRET	VHR inh abs	SARS 3CLpro inh	Anthrax LF prot	BoNT-F LC inh	CCHF vOTU inh	PriA SSB inh	BoNT A protease	MazF activator
c1ccc(OCCOc2ncnc3ccccc23)cc1	2	0	12	1	7	19	6	0	0.1	-3
O=C(NC(=S)Nc1ccccc1Br)C1CCC1	-3	1	14	3	0	-8	-8	-16	-3.0	-1
N=c1sccn1CC(=O)Nc1cccc(S(=O)(=O)N2CCCCCC2)c1	0	12	15	-3	-4	-10	15	0	-1.9	6
CCN(C(=O)CN1CCCCC1)c1c(N)n(Cc2ccccc2)c(=O)[nH]c1=O	2	2	.	.	-15	0	-8	-18	0.5	-11

3 of the compounds above, in markdown:
| structure | Rv3671c protease | PrPC TRFRET | VHR inh abs | SARS 3CLpro inh | Anthrax LF prot | BoNT-F LC inh | CCHF vOTU inh | PriA SSB inh | BoNT A protease | MazF activator |
| --- | --- | --- | --- | --- | --- | --- | --- | --- | --- | --- |
| N=c1sccn1CC(=O)Nc1cccc(S(=O)(=O)N2CCCCCC2)c1 | 0 | 12 | 15 | -3 | -4 | -10 | 15 | 0 | -1.9 | 6 |
| COc1ccc(C2=NN(C(=O)CCC(=O)O)C(c3ccc(OC)cc3)C2)cc1 (centres undefined) | -2 | 5 | -6 | 2 | -8 | 27 | 4 | -4 | -3.1 | 3 |
| CC(=O)Nc1cccc(C(=O)N/N=C/c2c[nH]c3ccccc23)c1 | -9 | 1 | 31 | 0 | 6 | 10 | 0 | . | -1.3 | -3 |

(list continues)
SMILES	Rv3671c protease	PrPC TRFRET	VHR inh abs	SARS 3CLpro inh	Anthrax LF prot	BoNT-F LC inh	CCHF vOTU inh	PriA SSB inh	BoNT A protease	MazF activator
NNC(=O)CNC(c1ccccc1)c1cc(Br)ccc1NC(=O)c1ccc(Br)cc1 (centres undefined)	-9	5	8	10	-4	-15	10	-5	0.1	-6
CSc1cccc(NC(=O)C2CCCN(S(=O)(=O)c3cnc[nH]3)C2)c1 (centres undefined)	.	5	25	3	-2	1	-7	-5	-0.1	2
Clc1ccc(C2CC(c3cccs3)n3ncnc3N2)cc1Cl (centres undefined)	0	-3	15	4	-2	-6	0	1	0.0	-1
COc1ccc(N2CCN(C(=O)CCNC(=O)Cn3ccc4ccccc4c3=O)CC2)cc1	2	13	15	0	-1	-1	-16	1	0.3	9
CCC(C)NCCOCCSc1ccc(Cl)cc1 (centres undefined)	0	8	-4	0	13	-12	0	-23	-1.2	14
CC(C)(C)C1CCC(=O)N(CCC#N)CC1 (centres undefined)	5	2	5	2	0	1	14	0	0.4	4
O=C1CCC[C@@H]2Cc3nc4ccc(O)cc4cc3[C@@H]3CCN1[C@H]23	.	-6	.	.	-4	-3	2	-1	0.2	-2
COc1cccc(OC)c1C(=O)NC(=S)NNC(=O)[C@H]1C[C@@H]1c1ccccc1	7	5	36	3	-4	?	-2	5	3.8	7
COc1cccc(NC(=O)CCN2C(=O)c3ccccc3S2(=O)=O)c1	-2	5	17	-3	-2	4	-9	-8	0.0	4
COc1ccc(NC(=O)CN2CCC3(O)CCCCC3C2c2cc(OC)ccc2OC)cc1 (centres undefined)	-5	-3	36	2	-2	0	-5	-12	-0.9	-3
CCOc1ccccc1N1CCN(C(=O)c2cc3c(C)cc(C)cc3[nH]2)CC1	-1	2	24	2	-10	-12	-1	-3	1.1	-2
O=C(NC1CCCCC1)NC1CC2CCC(C1)N2C(=S)NCc1ccco1 (centres undefined)	-1	2	24	-6	-4	-6	-11	3	-0.2	2
CCOC(=O)c1c(N)c(C#N)c2n1CCCC2	0	2	-19	3	1	-4	3	6	-0.2	2
Cc1cccc(NC(=S)N2CCC(NC(=O)c3ccco3)CC2)c1	9	3	16	2	-3	1	2	7	-0.2	0
O=C(CN(C(=O)c1csnn1)c1ccc(F)c(Cl)c1)NC1CCCC1	-3	12	34	-3	-2	-8	-2	0	-1.4	1
Cn1c(COc2ccc([N+](=O)[O-])cc2)nnc1SCC(N)=O	11	-9	3	-3	0	2	-4	-11	0.3	5
O=C1C2C3c4ccccc4C(c4ccccc43)[C@@H]2C(=O)N1c1nc(-c2ccccc2)cs1 (some centres undefined)	0	8	-4	3	-1	-17	-12	-4	-2.9	-2
COCc1c(C(=O)N2CCN(Cc3ccc4c(c3)OCO4)CC2)oc2ccccc12	2	-4	.	.	-2	-4	3	2	-0.4	-7
CC1=NNC(=O)C1CCC(=O)N/N=C/c1ccc(C)cc1 (centres undefined)	12	3	1	1	.	.	7	i	.	-1
O=C(Nc1cccc(C(F)(F)F)c1)c1cc2ncc(Br)cn2n1	5	4	19	-3	1	3	-8	-7	4.2	1
O=C([C@H](Cc1ccccc1)N1C(=O)c2ccccc2C1=O)N1CCOCC1	-5	-1	-7	-4	-4	-33	4	-5	-9.0	27
CCOC(=O)C1=CCN(S(=O)(=O)c2ccccc2C)C1c1ccc(Br)cc1 (centres undefined)	.	-2	.	.	4	0	0	.	0.5	.
CCn1c(SC(C)C)nnc1C1CCN(S(=O)(=O)c2ccc(OC)cc2)CC1	-14	4	33	-6	-3	-15	-17	-19	0.7	9
CCOc1cc(C(=O)N2CCN(c3ccccn3)CC2)cc(OCC)c1OCC	2	-7	30	0	6	?	-8	-9	-1.6	-1
COC(=O)C1=C(c2ccc(OC(F)(F)F)cc2)C[C@@H]2CC[C@H]1N2C(=O)NCCCOC(C)C	-6	1	.	.	3	-3	13	-7	-0.1	2
COc1ccc(NS(=O)(=O)c2csc(C(=O)N3CCCC3)c2)cc1	-1	2	11	-1	-2	-5	7	5	-1.0	9
CC(C)(C)c1ccc(OCCCN2CCCC2)cc1	4	-2	1	-4	12	?	21	-10	-3.8	-24
Cc1cc(NC(=O)Nc2ccccc2Cl)no1	9	-5	24	3	10	6	-9	-6	0.4	2
Cc1ccc(C)c(Cn2nnc3c(=O)[nH]c(C4CCCN(S(=O)(=O)Cc5ccccc5)C4)nc32)c1 (centres undefined)	-1	8	-20	1	-7	11	-1	-13	-1.1	6

Source: PubChem (several laboratories)
